C8 TRAIL sens – viability loss with TRAIL in NB7+C8 cells, primary screen, TRAIL sensitizer project, cell-based, ATPlite luminescence | inhibition (viability loss, TRAIL sensitization), % at 10 µM | actives 1% (n = 360,000);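 active = compounds causing at least 50% loss of cell viability in the single-dose screen, relative to plate controls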
KKLEB cytotox – cytotoxicity in KKLEB CF airway cells, primary screen, cytotoxicity control for CF NF-kB inhibitor project, cell-based, uHTS, fluorescence assay plates. KKLEB CF airway cells viability, ATPlite luminescence, overnight; stronger effect = lower value; cells stimulated with P. aeruginosa culture filtrate. actives 0.36% (n = 360,000). activity change (cytotoxicity), % at 5 µM;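 active = corrected activity change at or below -50% at 5 µM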
Shn3 inh set2 – reduction of Shn3 3'UTR firefly luciferase signal, primary screen, Schnurri-3 inhibitor project, cell-based, Clone20 osteoblasts, set 2; Clone20 osteoblast Shn3 3'UTR firefly luciferase, 24 h; inhibition, % at 12.5 µM; actives 0.52% (n = 360,000); AID 588674, 2011;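 active = mean inhibition of at least 75% with every replicate also reaching 75%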;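 note: 0% = median of neutral control wells and 100% = pilot-screen positive control compound; some compounds past the cut are filed as inactive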
CF NFkB inh – inhibitors of PAF-induced NF-kB signaling, primary screen, cell-based, GFP fluorescence, uHTS. KKLEB NF-kB-GFP reporter, GFP fluorescence overnight. inhibition, % at 5 µM. actives 0.86% (n = 360,000);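 active = at least 50% inhibition at 5 µM, scaled per plate between neutral and stimulator controls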;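 note: PAF is a Pseudomonas aeruginosa culture filtrate used as stimulus; plate controls were PAF-stimulated DMSO wells for no effect and unstimulated DMSO wells for full effect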
NR2E3 ag-1 – NR2E3 agonists in two-hybrid cells, primary screen, cell-based, luminescence, CHO-S, Gal4-NCOR/VP16-NR2E3 | luciferase | AID 602229, 2012 | actives 0.35% (n = 360,000) | inhibition of corepressor binding, % at 3.98 µM | Photoreceptor-specific nuclear receptor (Homo sapiens), Q9Y5X4;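 active = inhibition above the mean of all tested compounds plus 3 SD, cut at about 70% in these data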;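 note: 0% = DMSO with NR2E3 transfected cells and 100% = cells lacking NR2E3 construct; higher means lower luciferase signal from less NR2E3 corepressor binding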
Target sequence (Q9Y5X4 whole entry, looked up, the tested form may be a part): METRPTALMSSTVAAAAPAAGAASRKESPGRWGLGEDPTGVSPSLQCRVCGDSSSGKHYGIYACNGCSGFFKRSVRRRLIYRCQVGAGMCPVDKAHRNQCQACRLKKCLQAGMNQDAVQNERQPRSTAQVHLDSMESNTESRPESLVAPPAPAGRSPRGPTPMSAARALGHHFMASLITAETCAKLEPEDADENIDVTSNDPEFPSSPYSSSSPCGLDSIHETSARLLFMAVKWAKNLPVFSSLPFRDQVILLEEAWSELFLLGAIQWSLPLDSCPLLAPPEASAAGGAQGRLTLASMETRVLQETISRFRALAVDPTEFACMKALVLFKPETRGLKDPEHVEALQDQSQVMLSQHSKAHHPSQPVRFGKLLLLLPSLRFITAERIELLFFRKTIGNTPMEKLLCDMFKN
MITF TRPM1 inh – inhibitors of MITF-dependent TRPM1 promoter reporter, primary screen, cell-based, SK-MEL-5, single point, luciferase. actives 0.83% (n = 330,000). inhibition, % at 12.5 µM. SK-MEL-5 TRPM1 promoter luciferase, 24 h. AID 488899, 2010;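 active = mean inhibition across replicates of 60% or more, whatever share of single replicates reaches that level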; note: values of inactives mirror those of a sister screen read the other way
TROY NFkB inh – inhibitors of TROY-driven NF-kB signaling, primary screen, Q293 LMP1-TROYcd cells, NF-kB luciferase, uHTS; Q293 LMP1-TROYcd NF-kB luciferase reporter, 4 h; actives 0.98% (n = 360,000); inhibition, % at 10 µM; AID 1347056, 2019;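 active = compounds whose plate-normalised and pattern-corrected inhibition of the luciferase reporter signal at the single screening dose is 50% or more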
Peg3 promoter – Peg3 promoter-driven luciferase inhibitors, primary screen, cell-based, HeLa, luciferase luminescence; HeLa PEG-Prom luciferase reporter, overnight; inhibition, % at 20 µM; actives 1.7% (n = 360,000); AID 588405, 2011;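 active = inhibition of at least 50% at 20 µM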
NR2E3 ag-2 – inhibitors of NR2E3-RetCOR corepressor binding, primary screen, NR2E3 agonist project, biochemical, TR-FRET, GST-NR2E3, biotin-RetCOR; Photoreceptor-specific nuclear receptor (Homo sapiens), Q9Y5X4; 1536-well; inhibition of corepressor binding, % at 4.78 µM; actives 0.12% (n = 320,000); AID 2300, 2010;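 active = percent inhibition above the cutoff of mean plus 3 SD of all tested compounds, set per screening campaign, cut at about 20% in these data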;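 note: 0% = DMSO wells and 100% = biotin wells as full block of FRET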
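Test system – NR2E3–RetCOR corepressor complex · Quantity – NR2E3 fusion 1.35 nM · Buffer or medium – Tris pH 7.5 · Incubation – Compound–protein incubation for 5 h at 4 °C · Technique – TR-FRET, Eu(K)-anti-GST donor, streptavidin-D2 acceptor, ex 340, em 617/671 nm · Evaluation – percent inhibition of 671/617 nm emission ratio versus biotin and DMSO controls · Plate – 1536-well format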
TWEAK Fn14 block – inhibitors of TWEAK-Fn14 signaling, primary screen, luciferase reporter cells, uHTS; inhibition, % at 10 µM; actives 2% (n = 360,000); AID 1159606, 2016; TWEAK-stimulated Fn14 reporter cells, luciferase luminescence, 8 h; in the data active = inhibition above about 50%
HIF-2a block – HIF-2a reporter inhibitors, primary screen, luminescence, 786-0 RCC cells. 786-0 RCC cells HIF-2a reporter, luciferase luminescence, overnight. inhibition, % at 18.8 µM. actives 0.72% (n = 360,000). AID 624352, 2012;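 active = inhibition of the luminescence signal of 40% or more relative to plate controls, in a single-dose primary screen at 18.75 µM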
An asterisk follows results filed as active; nt = not tested or not shown.

SMILES	C8 TRAIL sens	KKLEB cytotox	Shn3 inh set2	CF NFkB inh	NR2E3 ag-1	MITF TRPM1 inh	TROY NFkB inh	Peg3 promoter	NR2E3 ag-2	TWEAK Fn14 block	HIF-2a block
COc1ccc(C(=O)Nc2ccc(C)c(S(=O)(=O)N3CCCCCC3)c2)cc1	16.5	4.5	26.4	23.4	-10.1	26.9	9.5	6.5	2.0	41.3	-1.9
CC(NCC(=O)NCCc1ccc(S(N)(=O)=O)cc1)c1ccc(F)cc1 (stereo not given)	10.5	9.0	2.6	12.3	2.1	12.5	-1.4	21.1	1.0	10.7	10.4
CC1CC(C)CN(C(=O)c2cccc(NC(=O)CC3SC(N4CCCCC4)=NC3=O)c2)C1 (stereo not given)	-9.0	0.0	28.3	13.4	2.2	21.3	15.3	15.4	nt	13.7	2.4
O=C1C2C3C=CC(C3)C2C(=O)N1c1cccc2cccnc12 (stereo not given)	-3.1	8.7	-13.1	-10.1	-16.0	3.9	3.2	6.2	2.4	5.4	9.8
COc1ccc(/C=N/Nc2nc3ccccc3o2)cc1OC	3.4	-5.3	-36.5	5.5	-152.5	-68.3	-29.3	-270.1	1.0	7.9	-325.4
CC(C)Cc1ccc(CN2CCCC(NC(=O)CCn3cnnn3)C2)cc1 (stereo not given)	-6.9	-1.2	-5.2	-8.9	0.8	-4.1	7.6	-14.9	1.4	1.6	4.8
COc1ccc(OC)c(N=C(N)N=C(N)N)c1	-1.8	-3.5	14.4	0.5	-0.4	9.1	-9.3	13.4	-3.7	5.0	7.4
NC(=O)[C@@H]1CC2(CC(c3cccc(NC(=O)[C@H]4CCC(=O)N4)c3)=NO2)CN1C(=O)c1ccc(Cl)cc1 (stereo not given in full)	-2.0	16.6	-3.5	-2.9	-27.2	5.3	-5.8	19.8	1.2	4.4	12.3
Cn1nnnc1SCC(=O)N1c2ccccc2Sc2ccc(Cl)cc21	5.9	-7.7	-10.2	7.3	-69.3	6.8	-12.1	19.3	-0.1	-10.3	8.2
O=C(N1CCOCC1)N1CCN(c2ccc(F)cc2)CC1	-3.0	13.9	-7.1	-2.6	8.4	4.0	-4.9	7.3	0.9	4.3	-17.2
O=S(=O)(NCCN1CCOCC1)c1cccs1	-5.7	14.1	-8.2	15.4	7.2	1.4	-2.3	5.0	-2.7	-15.5	13.4
COc1cccc(/C=N/NC(=O)CSc2ccccc2C)c1OC	0.1	-9.1	-12.6	2.2	-14.2	-6.0	-37.2	13.2	-0.3	10.2	-7.1
COc1ccc(NC(=O)COc2cccc(C(F)(F)F)c2)cn1	-5.6	32.6	5.6	-48.3	-16.4	-9.4	-7.8	-20.1	-6.1	2.4	-21.8
CC(C)(C)CC(C)(C)NC(=O)c1ccccc1	-5.5	9.3	2.7	11.2	11.5	-12.6	-14.4	-0.9	-0.6	12.6	12.3
Cc1ccc(S(=O)(=O)N2CCN(C(=O)c3cccc(F)c3)CC2)cc1	-0.2	-3.4	-11.6	10.8	0.6	22.2	-6.7	-4.4	-2.3	1.2	6.4
Nc1nc(SCC(=O)NCc2ccccc2)n[nH]1	6.0	1.1	-1.4	-9.0	4.3	4.0	0.6	6.3	1.8	4.0	9.8
CCCCCCn1c(=O)c(Cc2ccccc2)c(O)c2ccccc21	5.0	13.8	-1.7	1.7	-3.1	6.8	34.3	7.6	2.7	-6.1	3.4
CCOC(=O)N1CCN(C2CC(=O)N(c3ccc(C)cc3)C2=O)CC1 (stereo not given)	23.4	-7.4	6.9	13.4	12.4	3.0	-0.9	-6.2	0.8	-8.2	7.9
COc1ccc(C(=O)n2c(C)c(CCO)c(=O)n2C)cc1	4.3	-1.0	11.0	-7.5	1.8	17.1	21.4	-15.4	-0.5	22.9	-0.4
CCN(CC(=O)Nc1ccccc1C(F)(F)F)C(=O)CN1C(=O)NC(C)(c2ccccc2)C1=O (stereo not given)	4.8	5.4	1.4	2.9	1.5	0.9	-22.1	1.6	1.8	-2.2	4.9
O=C(Cn1nc(-c2ccccc2)ccc1=O)Nc1ccc(NC(=O)c2ccccn2)cc1	12.6	-28.6	24.6	33.1	8.7	21.7	13.3	-0.3	1.6	-26.5	7.1
C[C@H]1CN([C@@H](C)CO)C(=O)c2cc(NC(=O)C3CCCCC3)ccc2O[C@H]1CN(C)CC1CCCCC1	-14.7	-4.8	1.4	10.4	3.2	-4.1	3.5	-3.8	nt	-17.7	6.9
CN(C)/C=N/c1nc2nccc(-c3cccs3)n2n1	-0.2	7.9	-19.0	-12.9	-5.8	-5.6	-9.9	-6.8	5.0	-33.5	-4.2
CCn1c(SCC(=O)Nc2ccc(N(C)C)cc2)nnc1C1CC1	4.1	18.7	-6.1	0.7	-8.5	14.4	-14.5	0.7	-2.1	8.8	-0.8
CC(=O)c1ccc(S(=O)(=O)NCCC(=O)NC(C)c2ccncc2)cc1 (stereo not given)	3.9	6.0	-7.1	15.7	3.4	nt	6.5	2.7	1.4	10.4	1.9
Cc1c(C(=O)NC2CCCCC2C)oc2ccccc12 (stereo not given)	16.0	-6.6	7.3	-3.4	-46.4	-2.4	-9.0	-38.5	2.6	-11.3	-86.5
Cc1cc2nc(SCCOC(=O)Nc3ccccc3)nc(C)c2cc1C	-4.9	10.7	-26.5	-5.4	-12.6	-6.2	11.5	3.1	0.5	7.4	-0.8
CC1(C(=O)NC2CCCCCCC2)CC1(Cl)Cl (stereo not given)	-8.8	6.0	16.6	6.3	18.8	-0.3	8.7	6.4	1.0	5.0	9.4
CCN=C1SC(C(=O)Nc2ccc(OCC)cc2)CC(=O)N1CC (stereo not given)	0.6	-0.9	-3.8	-14.3	5.7	-1.1	12.1	6.2	4.5	27.8	7.0
CC(C)c1cccc(C(C)C)c1NC(=O)CNCc1ccccc1F	-3.1	-3.1	-41.6	1.9	-16.0	-1.7	3.8	17.7	-0.3	1.3	7.2

Some of these compounds in order of molar mass, lowest first:
SMILES	C8 TRAIL sens	KKLEB cytotox	Shn3 inh set2	CF NFkB inh	NR2E3 ag-1	MITF TRPM1 inh	TROY NFkB inh	Peg3 promoter	NR2E3 ag-2	TWEAK Fn14 block	HIF-2a block
CC1(C(=O)NC2CCCCCCC2)CC1(Cl)Cl (stereo not given)	-8.8	6.0	16.6	6.3	18.8	-0.3	8.7	6.4	1.0	5.0	9.4
CC(=O)c1ccc(S(=O)(=O)NCCC(=O)NC(C)c2ccncc2)cc1 (stereo not given)	3.9	6.0	-7.1	15.7	3.4	nt	6.5	2.7	1.4	10.4	1.9
O=C(Cn1nc(-c2ccccc2)ccc1=O)Nc1ccc(NC(=O)c2ccccn2)cc1	12.6	-28.6	24.6	33.1	8.7	21.7	13.3	-0.3	1.6	-26.5	7.1

Remaining list, next part
SMILES	C8 TRAIL sens	KKLEB cytotox	Shn3 inh set2	CF NFkB inh	NR2E3 ag-1	MITF TRPM1 inh	TROY NFkB inh	Peg3 promoter	NR2E3 ag-2	TWEAK Fn14 block	HIF-2a block
CCN(CC)C(=O)c1cc2c(=O)n3ccccc3nc2s1	3.6	6.4	-71.2	-27.7	-92.4	-19.2	-33.9	-126.8	1.9	-1.1	-149.7
C[C@@H]1CN([C@@H](C)CO)C(=O)CCCn2nncc2CO[C@@H]1CN(C)C(=O)Nc1ccc(C(C)(C)C)cc1	5.7	-1.3	1.0	-16.4	-20.4	nt	7.6	2.0	nt	0.3	8.0
CC1(C(=O)O)CCC(C(=O)Nc2ccccc2)C1(C)C (stereo not given)	-3.0	2.5	5.3	3.6	10.5	2.6	-14.2	1.9	0.9	7.7	11.3
Cc1cccc(-c2nc3c(c(SCC(=O)N4CCCC4)n2)COC(C)(C)C3)c1	-0.1	8.0	-1.4	-18.1	7.3	1.3	8.1	12.8	-0.7	3.4	-4.3
O=C1CC(NS(=O)(=O)c2ccc3ccccc3c2)CN1c1ccccc1 (stereo not given)	-7.5	10.4	6.4	-3.8	32.8	-2.3	-12.8	23.5	-1.2	16.1	15.9
Cc1cc(C)cc(NC(=O)c2cccc(NC(=O)c3ccco3)c2)c1	2.1	15.7	0.1	-11.1	-12.7	-4.8	-24.9	-6.7	0.5	-4.0	-26.6
CC(C)[C@H](NC(=O)N1CCn2c1nc1ccccc12)C(=O)NC1CC1	-6.9	-25.5	-15.3	-6.2	-13.3	-10.8	-13.7	-0.7	-2.9	8.3	16.0
O=C(O)c1cc(NN=C2c3ccccc3-c3ccccc32)ccc1Cl	7.7	2.1	-7.8	-23.8	19.9	-12.0	-6.0	7.7	0.4	-11.2	7.6
O=C(OCC#CCSc1nnc(-c2cccc3ccccc23)o1)c1cnc[nH]1	-7.1	0.2	8.5	8.2	24.6	-3.1	-1.3	-2.1	nt	-2.9	-22.9
CCN(CC)CCCNC(=O)c1cc(Nc2ccc(OC)cc2OC)nc2ccccc12	-27.8	-6.3	-5.0	5.8	6.5	-9.8	-14.1	-2.0	-3.9	-20.9	10.9
Cc1cccc(N2CCN(C(=O)C(Cc3ccccc3)NC(N)=O)CC2)c1C (stereo not given)	-4.3	-26.8	19.3	10.8	17.7	-6.7	0.6	12.7	-0.8	4.2	16.0
COc1ccc(C(C)(C)C)cc1NC(=O)COC(=O)c1ccc([N+](=O)[O-])o1	2.3	8.4	-28.8	0.8	8.6	3.4	-12.2	2.7	1.5	3.9	4.9
Cc1ccc(S(=O)(=O)N2CCN(C(=O)C3CSC4(C)CCC(=O)N34)CC2)cc1C (stereo not given)	5.1	-1.6	6.2	2.3	-5.8	3.4	0.0	3.2	-1.0	12.1	1.0
C=CCc1cc(C)ccc1OCCOCCn1ccnc1	5.7	5.8	15.0	-0.1	4.5	-2.1	5.1	20.9	1.5	8.7	7.7
O=C1CC(Sc2nnnn2C2CCCCC2)C(=O)N1c1ccccc1 (stereo not given)	4.6	-3.8	25.4	-6.1	2.0	0.8	-12.0	84.9*	4.4	-8.9	15.1
COc1cccc(CN(C)CC(=O)Nc2ccccc2N2CCOCC2)c1OC	-7.5	-1.8	4.8	4.2	2.1	-0.7	-1.7	12.5	-4.1	2.4	16.6
Cc1cc(=O)[nH]c(SC(C)C(=O)Nc2cccc3ccccc23)n1 (stereo not given)	12.8	-0.1	-4.0	16.8	-32.3	7.8	5.5	16.9	8.3	-9.6	13.5
COc1ccc(C(=O)N2N=C3CC(C)(C)OCC3C2c2ccccc2)cc1 (stereo not given)	3.4	5.5	-12.7	6.1	-0.8	6.0	14.3	7.1	-2.3	1.5	16.7

Some of the compounds tested. The share of hits here may be higher or lower than overall.
